# High-throughput results as filed in PubChem.
# Wee1 stabilizer – Wee1 degradation inhibitors, primary screen, cell-based, HeLa, Wee1K328M-luciferase, luminescence; Wee1-like protein kinase (Homo sapiens), P30291; HeLa Luc-Wee1K328M stability; 100% = proteasome inhibitor MG132 effect; reporter increase, % at 5 µM; actives 1.2% (n = 220,000);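 active = activation above the mean of all tested compounds plus 3 SD, set per screening run, cut at about 8.8% in these data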;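 also: cells exposed to compound for 20 h before luminescence read; 0% = DMSO alone and 100% = MG132 at 30 µM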
# BaF3 tox – parental Ba/F3 cell viability inhibition, counter-screen for JAK2V617F inhibitor project, murine pro-B, CellTiter-Glo luminescence. CellTiter-Glo ATP luminescence. inhibition, % at 5.6 µM. actives 1.1% (n = 220,000);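 active = inhibition above a per-campaign cutoff, the mean inhibition of all tested compounds plus 3 SD, cut at about 27% in these data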;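 also: 0% = DMSO wells and 100% = JAK Inhibitor I control wells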
# NPY-Y2 PAM-ag – NPY-Y2 potentiators or agonists, primary screen, cell-based; cells expressing NPY-Y2, potentiator/agonist read-out; activation, % at 3.6 µM; actives 0.45% (n = 220,000); AID 1359, 2008; in the data active = activation above about 27%;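 also: cells stimulated with NPY near EC25 plus isoproterenol at EC100; 0% = vehicle plus submaximal agonist and 100% = vehicle plus saturating agonist; some results beyond the cut were filed as inactive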
# Ba/F3 V617F tox – reduced viability of JAK2V617F-dependent Ba/F3 cells, primary screen, JAK2V617F inhibitor project, cell-based, Ba/F3 EpoR-JAK2V617F, luminescence; ATP luminescence; actives 1.1% (n = 220,000); inhibition, % at 5.6 µM;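 active = inhibition above the campaign mean plus 3 SD over all tested compounds, cut at about 24% in these data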;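 also: cytokine-independent growth of Ba/F3 cells driven by EpoR plus mutant JAK2; 0% = DMSO-treated cells and 100% = JAK inhibitor I control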
# S1P4 agonist – S1P4 receptor agonists, primary screen, cell-based | actives 0.35% (n = 220,000) | S1P4-expressing cell line, agonist reporter assay | activation, % at 4.98 µM | Sphingosine 1-phosphate receptor 4 (Homo sapiens), O95977 | AID 1509, 2009; in the data active = activation above about 11%;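 also: 0% = DMSO vehicle and 100% = reference agonist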
# PERK inhibitor – block of dimerizer-induced PERK translation repression, primary screen, PERK inhibitor project, CHO PERK-DD cells, SEAP luminescence, HTS | Eukaryotic translation initiation factor 2-alpha kinase 3 (Homo sapiens), Q9NZJ5 | CHO PERK-DD fusion, SEAP luminescence translation reporter | inhibition, % at 5.6 µM | actives 0.17% (n = 220,000);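 active = inhibition above the mean inhibition of all tested compounds plus 3 SD, set separately per screening campaign, cut at about 2.9% in these data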;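 also: PERK kinase domain activated by AP20187 dimerizer at 100 nM; 0% = DMSO with dimerizer and 100% = rapamycin at 8.4 µM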
# Target sequence (Q9NZJ5 whole entry, looked up, the tested form may be a part): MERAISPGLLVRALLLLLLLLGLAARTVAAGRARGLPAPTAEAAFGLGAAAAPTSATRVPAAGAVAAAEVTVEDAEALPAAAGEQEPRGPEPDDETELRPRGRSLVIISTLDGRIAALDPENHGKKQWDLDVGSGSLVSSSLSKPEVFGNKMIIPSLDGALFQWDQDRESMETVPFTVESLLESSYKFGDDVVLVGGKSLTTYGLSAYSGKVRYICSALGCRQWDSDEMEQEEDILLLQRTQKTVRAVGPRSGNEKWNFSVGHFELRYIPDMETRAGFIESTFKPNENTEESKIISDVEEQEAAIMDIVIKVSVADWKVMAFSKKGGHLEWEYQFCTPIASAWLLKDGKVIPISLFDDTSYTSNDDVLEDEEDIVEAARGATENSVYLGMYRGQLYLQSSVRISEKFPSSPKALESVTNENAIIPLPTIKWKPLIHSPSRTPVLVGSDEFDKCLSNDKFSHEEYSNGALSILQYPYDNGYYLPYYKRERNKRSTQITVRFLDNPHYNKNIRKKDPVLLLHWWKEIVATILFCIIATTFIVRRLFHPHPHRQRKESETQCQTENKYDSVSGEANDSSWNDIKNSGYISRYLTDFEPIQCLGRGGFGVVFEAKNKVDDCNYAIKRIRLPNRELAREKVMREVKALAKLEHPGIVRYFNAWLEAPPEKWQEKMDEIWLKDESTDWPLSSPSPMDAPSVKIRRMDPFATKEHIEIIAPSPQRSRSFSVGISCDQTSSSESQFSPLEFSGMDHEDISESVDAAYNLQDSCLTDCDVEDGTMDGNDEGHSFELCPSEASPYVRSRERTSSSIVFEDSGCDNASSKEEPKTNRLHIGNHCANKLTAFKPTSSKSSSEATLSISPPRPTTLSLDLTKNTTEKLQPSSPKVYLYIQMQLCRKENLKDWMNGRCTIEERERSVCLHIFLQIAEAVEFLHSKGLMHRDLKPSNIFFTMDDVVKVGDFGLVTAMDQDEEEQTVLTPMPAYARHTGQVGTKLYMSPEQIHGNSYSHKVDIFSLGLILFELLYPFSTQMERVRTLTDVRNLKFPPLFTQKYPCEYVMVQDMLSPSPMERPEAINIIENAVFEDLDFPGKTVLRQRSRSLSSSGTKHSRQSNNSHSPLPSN
# MDM2 E3 inh – MDM2-luciferase reporter signal enhancers, primary screen, MDM2 E3 ligase inhibitor project, cell-based, luminescence, 1536-well; AID 1230, 2008; actives 0.11% (n = 210,000); signal enhancement, % at 5 µM; cell-based MDM2 ubiquitination luciferase reporter, 2 h; 0 = plate control, 100 = twice control, blank-subtracted;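 active = signal enhancement of 30% or more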;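 also: luminescence tracks abundance of the self-degrading MDM2-luciferase fusion protein; higher signal means inhibition of MDM2 E3 ligase activity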
#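 System: stable MDM2–luciferase fusion reporter cells / Input: 2000 cells seeded into each well / Schedule: 4 h settle plus 2 h compound, 37 °C / Compound: single-point 5 µM / Buffer or medium: cells held in DMEM / Benchmarks: control and blank well means / Evaluation: percent signal gain over controls, blank-subtracted / Measured by: luciferase luminescence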
# S1P4 antagonist – S1P4 receptor antagonists, primary screen, cell-based; Sphingosine 1-phosphate receptor 4 (Homo sapiens), O95977; S1P4-expressing cells, antagonist mode, reporter read-out; actives 0.26% (n = 220,000); AID 1510, 2009; inhibition, % at 4.98 µM; in the data active = inhibition above about 29%;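 also: 0% = wells stimulated with agonist and 100% = vehicle wells without agonist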
# eIF4E 4G PPI – eIF4E–eIF4G protein interaction inhibitors, primary screen, biochemical, uHTS, TR-FRET, eIF4GI fragment; Eukaryotic translation initiation factor 4E (Mus musculus) + Eukaryotic translation …; TR-FRET eIF4E-eIF4GI(517-606) binding, 2 h; inhibition, % at 21.7 µM; actives 0.37% (n = 220,000); AID 782, 2007;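 active = inhibition above about 30%, limit read from the data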;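 also: 0% = full FRET control wells and 100% = background wells lacking eIF4GI fragment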
# Active calls of the source: *; · = no result given; [ ] = dose if it differs, or a comment.
# Assay codes – A = Wee1 stabilizer; B = BaF3 tox; C = NPY-Y2 PAM-ag; D = Ba/F3 V617F tox; E = S1P4 agonist; F = PERK inhibitor; G = MDM2 E3 inh; H = S1P4 antagonist; I = eIF4E 4G PPI
SMILES: O=C(/C=C/c1ccc([N+](=O)[O-])cc1)NC1CC2CCC1C2 (stereo not drawn)
  A: 0	B: 4	C: 5	D: 1	E: 0.2	F: 1.8	G: -6	H: -17	I: 2
SMILES: Cc1nn(C)c(C)c1Sc1ccccc1N
  A: 0	B: 5	C: 17	D: -1	E: 0.0	F: 1.9	G: -5	H: -1	I: 2
SMILES: Nc1nonc1C(=O)NCCN=Cc1ccccc1O
  A: 1	B: 1	C: 4	D: 0	E: -0.8	F: 0.7	G: -9	H: -4	I: 5
SMILES: Cc1cc(Br)ccc1OCC(=O)NNC(=O)Cc1ccccc1
  A: -2	B: -1	C: 6	D: -5	E: 0.7	F: 1.3	G: -7	H: -1	I: -1
SMILES: O=C1/C(=C/c2ccco2)N=C(N2CCCCC2)N1c1ccccc1
  A: 1	B: 1	C: 15	D: -3	E: 0.6	F: 0.1	G: 6	H: -10	I: 15
SMILES: CO/N=C/c1c(C(=O)OC)nn(-c2ccccc2)c1Cl
  A: 6	B: 3	C: 8	D: -1	E: 0.0	F: 1.4	G: -12	H: -8	I: -1
SMILES: O=C(Nc1ccsc1C(=O)NC1CC1)c1ccccc1
  A: -1	B: 1	C: -1	D: -4	E: 1.4	F: 0.5	G: -4	H: 8	I: 3
SMILES: COc1cc(/C=N/NC(N)=O)ccc1OCC(=O)Nc1cc(C)c(C)cc1Br
  A: 1	B: -1	C: -7	D: -1	E: 2.3	F: -0.1	G: 1	H: -13	I: 0
SMILES: C=CCOc1c(Br)cc(/C=C(\C#N)C(N)=O)cc1OC
  A: -2	B: 0	C: -9	D: -3	E: -1.1	F: 1.2	G: 4	H: -4	I: 3
SMILES: O=C(Nc1cccc(C(=O)O)c1)Nc1ccccc1Cl
  A: -4	B: -1	C: -4	D: 1	E: 0.4	F: 1.4	G: -56	H: -32	I: 1
SMILES: CC(=O)Nc1c(C(=O)N2CCOCC2)cnn1-c1ccc(C)c(C)c1
  A: 3	B: -1	C: -2	D: 2	E: -0.4	F: 0.1	G: -18	H: -35	I: -7
SMILES: CCn1c(CCNC(=O)c2ccc(Cl)cc2)nnc1SCC(=O)NC1CCCC1
  A: -4	B: 0	C: 14	D: -1	E: 0.8	F: 1.1	G: -19	H: 2	I: 7
SMILES: CC(=O)N1CCc2cc(S(=O)(=O)CCC(=O)Nc3cccc(F)c3)ccc21
  A: 3	B: 1	C: -13	D: -1	E: 1.3	F: 0.2	G: ·	H: -8	I: -2
SMILES: O=C(COC(=O)/C=C/c1ccc(S(=O)(=O)N2CCOCC2)cc1)NCc1ccc(F)cc1
  A: -3	B: -1	C: 2	D: -3	E: 0.1	F: 0.0	G: -13	H: 15	I: 6
SMILES: Cc1ccc(NC(=O)COC(=O)c2ccco2)cc1
  A: 1	B: 7	C: -4	D: -3	E: -0.1	F: 0.8	G: -3	H: -9	I: 3
SMILES: O=C(Nc1ccc(N2CCOCC2)cc1)c1c(F)cccc1Cl
  A: -4	B: 6	C: -8	D: 1	E: 1.0	F: 1.1	G: 17	H: 0	I: 4
SMILES: Cc1ccc(OCC(=O)N(Cc2ccc(N(C)C)cc2)C2CCS(=O)(=O)C2)cc1 (stereo not drawn)
  A: -3	B: 5	C: -6	D: 2	E: 0.0	F: -0.8	G: -16	H: -1	I: 1
SMILES: Cc1ccccc1C(=O)NC1CCS(=O)(=O)C1 (stereo not drawn)
  A: -2	B: 5	C: -2	D: 2	E: -0.5	F: 0.5	G: ·	H: -9	I: 9
SMILES: CCN(CC)c1ccc(/C=C/C(=O)C2C(=O)C=C(C)OC2=O)cc1 (stereo not drawn)
  A: -3	B: 5	C: 8	D: -4	E: -0.5	F: -0.3	G: -18	H: -15	I: 2
SMILES: C=C(C)Cn1c(CNC(C)=O)nc2ccccc21
  A: -1	B: 0	C: 1	D: -5	E: 1.9	F: 0.8	G: -14	H: -8	I: -3[fluorescence artefact?]
SMILES: COC(=O)c1sc2ccccc2c1N
  A: -1	B: 7	C: 2	D: 0	E: -0.5	F: 1.4	G: -4	H: -8	I: -1
SMILES: CC(C(=O)N1CCOCC1)n1cc([N+](=O)[O-])cn1 (stereo not drawn)
  A: -2	B: 0	C: 3	D: -5	E: -0.9	F: 0.1	G: 0	H: -34	I: 4
SMILES: O=C(O)CCC(=O)Nc1cccc(C(=O)c2ccccc2)c1
  A: -4	B: 0	C: -11	D: 1	E: -0.6	F: 1.8	G: -1	H: -2	I: 6
SMILES: COc1ccc(NC(=O)C2CC(=O)N=C(N)S2)cc1 (stereo not drawn)
  A: -1	B: 8	C: 6	D: -2	E: 0.7	F: -0.1	G: 3	H: -17	I: -2
SMILES: CCOc1ccc(S(=O)(=O)N(CC(=O)NCC(F)(F)F)Cc2ccco2)cc1
  A: 1	B: 7	C: -4	D: -3	E: 3.4	F: 0.1	G: -8	H: -14	I: 0
SMILES: O=C(C1CCC(CNS(=O)(=O)c2cccc3cccnc23)CC1)N1CCc2ccccc21 (stereo not drawn)
  A: -2	B: 10	C: 2	D: -2	E: 1.8	F: -0.6	G: -13	H: -25	I: 3
SMILES: Fc1cccc2sc(Nc3nc4cc5c(cc4s3)OCCO5)nc12
  A: 1	B: 2	C: 3	D: -4	E: 2.0	F: 0.9	G: -33	H: -29	I: -8[fluorescence artefact?]
SMILES: COc1ccc(C2CC(c3ccc(C)o3)=NN2C(C)=O)cc1 (stereo not drawn)
  A: 12*	B: 0	C: 12	D: -6	E: 1.8	F: 1.2	G: -13	H: -2	I: 4
SMILES: COc1ccc(OC)c(Nc2nc(C3CC3)nc3c2nnn3Cc2ccccc2)c1
  A: -1	B: -2	C: 9	D: -3	E: 1.6	F: 0.2	G: 5	H: -7	I: 0
SMILES: CCS(=O)(=O)NCCc1ccc(OC)c(OC)c1
  A: -1	B: 3	C: -1	D: 5	E: -2.2	F: -0.2	G: -5	H: -11	I: 5
SMILES: O=C(Nc1ccccc1C(=O)Nc1cccnc1)c1ccccc1
  A: -2	B: 4	C: 3	D: 4	E: -1.3	F: 0.0	G: -15	H: 4	I: 0
SMILES: CCC(C)N1CC(O)=C(c2nc3ccccc3[nH]2)C1=N (stereo not drawn)
  A: 1	B: 90*	C: 12	D: -1	E: 0.1	F: -0.6	G: -20	H: -8	I: 3[fluorescence artefact?]
SMILES: O=C(Nc1ncccc1Cl)c1ccc2c(c1)OCCO2
  A: -2	B: 8	C: 1	D: -1	E: 0.7	F: 0.9	G: -4	H: -6	I: -1
SMILES: Cc1ccc(S(=O)(=O)NCC(=O)OCN2C(=O)c3ccccc3C2=O)cc1
  A: 0	B: 5	C: -13	D: 2	E: 0.1	F: 0.5	G: -8	H: -10	I: -6
SMILES: COc1ccc(-c2ccc(CNCCCN3CCOCC3)o2)cc1Cl
  A: 8.9*	B: 6	C: 0	D: 2	E: -1.0	F: 0.3	G: -7	H: -4	I: -2
SMILES: CCCCOC(=O)c1ccc(NC(=O)CSc2nnnn2C)cc1
  A: -2	B: 3	C: -6	D: -2	E: -0.7	F: 0.7	G: 8	H: -14	I: -5
SMILES: O=C(COC(=O)c1n[nH]c2ccccc12)NC(=O)NCc1ccco1
  A: -3	B: 7	C: -1	D: -2	E: 0.1	F: 1.4	G: 1	H: -20	I: -2
SMILES: Cc1cccc(NC(=O)N2CCC(NC(=O)c3ccco3)CC2)c1
  A: -1	B: 9	C: -2	D: 0	E: -0.1	F: 0.9	G: -10	H: -21	I: -1
SMILES: O=C(C1=NN(c2ccccc2)C2C(=O)N(c3ccccc3)C(=O)C12)c1ccccc1 (stereo not drawn)
  A: 0	B: 5	C: 6	D: -2	E: -1.3	F: 1.5	G: -1	H: 12	I: 5
SMILES: Clc1ccc(-c2cn(-c3ccc(Cl)cc3)c3[n+]2CCCCC3)cc1
  A: -3	B: 62*	C: -8	D: 46*	E: 0.4	F: 0.6	G: -9	H: 0	I: -5
SMILES: O=C(/C=C/c1ccc(OCc2cccc(Cl)c2)cc1)N1CCOCC1
  A: 8	B: 3	C: -4	D: 0	E: -0.7	F: 0.6	G: -16	H: -15	I: 3
SMILES: COc1ccc(CN2CCOCC2)cc1Br
  A: -1	B: 6	C: 0	D: -2	E: 0.7	F: 1.3	G: 1	H: 4	I: 6
SMILES: CCNc1sc(S(C)(=O)=O)nc1S(=O)(=O)c1ccc(Cl)cc1
  A: -1	B: 7	C: -7	D: 2	E: 1.5	F: 0.6	G: -16	H: -16	I: -2
SMILES: O=C1c2ccccc2C(=O)N1CCCCN(C(=O)c1cc([N+](=O)[O-])cc([N+](=O)[O-])c1)c1ccc(Cl)cc1
  A: -2	B: 1	C: -11	D: -2	E: -0.3	F: -0.1	G: -13	H: -23	I: 4
SMILES: COCCCNS(=O)(=O)c1ccc(OC)c(Cl)c1Cl
  A: 0	B: 4	C: 2	D: -1	E: 0.3	F: 0.8	G: -13	H: -20	I: 4
SMILES: S=c1[nH]ncn1NCc1ccc(Cl)cc1Cl
  A: 0	B: 4	C: 5	D: 2	E: -0.3	F: 0.3	G: -21	H: -2	I: 0

# Ten entries from above in a different format:
# The line under a structure holds: Wee1 stabilizer	BaF3 tox	NPY-Y2 PAM-ag	Ba/F3 V617F tox	S1P4 agonist	PERK inhibitor	MDM2 E3 inh	S1P4 antagonist	eIF4E 4G PPI
C=C(C)Cn1c(CNC(C)=O)nc2ccccc21
    -1	0	1	-5	1.9	0.8	-14	-8	-3[fluorescence artefact?]
COC(=O)c1sc2ccccc2c1N
    -1	7	2	0	-0.5	1.4	-4	-8	-1
CC(C(=O)N1CCOCC1)n1cc([N+](=O)[O-])cn1 (stereo not drawn)
    -2	0	3	-5	-0.9	0.1	0	-34	4
O=C(O)CCC(=O)Nc1cccc(C(=O)c2ccccc2)c1
    -4	0	-11	1	-0.6	1.8	-1	-2	6
COc1ccc(NC(=O)C2CC(=O)N=C(N)S2)cc1 (stereo not drawn)
    -1	8	6	-2	0.7	-0.1	3	-17	-2
CCOc1ccc(S(=O)(=O)N(CC(=O)NCC(F)(F)F)Cc2ccco2)cc1
    1	7	-4	-3	3.4	0.1	-8	-14	0
O=C(C1CCC(CNS(=O)(=O)c2cccc3cccnc23)CC1)N1CCc2ccccc21 (stereo not drawn)
    -2	10	2	-2	1.8	-0.6	-13	-25	3
Fc1cccc2sc(Nc3nc4cc5c(cc4s3)OCCO5)nc12
    1	2	3	-4	2.0	0.9	-33	-29	-8[fluorescence artefact?]
COc1ccc(C2CC(c3ccc(C)o3)=NN2C(C)=O)cc1 (stereo not drawn)
    12*	0	12	-6	1.8	1.2	-13	-2	4
COc1ccc(OC)c(Nc2nc(C3CC3)nc3c2nnn3Cc2ccccc2)c1
    -1	-2	9	-3	1.6	0.2	5	-7	0
